Screens: PubChem BioAssay, several laboratories
aDG glyco up = alpha-DG glycosylation activation | Pro5-aDG cells, alpha-DG glycosylation AlphaScreen (IIH6); 0% Pro5, 100% B10-LARGE cell signal | activation, % at 10 µM | 360,000 compounds, 0.22% hits;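 active = activation of at least 8% versus controls, or a plate z-score of at least 8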;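 also: Pro5 are CHO cells carrying HIG-tagged alpha-DG that lacks glycosylation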
TWEAK-Fn14 inh = blocks TWEAK-Fn14 interaction in a reporter cell assay | TWEAK-stimulated Fn14 reporter cells, luciferase luminescence, 8 h | inhibition, % at 10 µM | 360,000 compounds, 2% hits; in the data active = inhibition above about 50%
CF NFkB block = blocks PAF-induced NF-kB reporter in cystic fibrosis cells; KKLEB NF-kB-GFP reporter, GFP fluorescence overnight; inhibition, % at 5 µM; 360,000 compounds, 0.86% hits;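 active = at least 50% inhibition at 5 µM, scaled per plate between neutral and stimulator controls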;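 also: PAF is a Pseudomonas aeruginosa culture filtrate used as stimulus; plate controls were PAF-stimulated DMSO wells for no effect and unstimulated DMSO wells for full effect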
HIF-2a block = blocks HIF-2a reporter activity | 786-0 RCC cells HIF-2a reporter, luciferase luminescence, overnight | inhibition, % at 18.8 µM | 360,000 compounds, 0.72% hits | AID 624352;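 active = inhibition of the luminescence signal of 40% or more relative to plate controls, in a single-dose primary screen at 18.75 µM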
Shn3 3UTR inh = Schnurri-3 reporter inhibition in Clone20 osteoblasts. Clone20 osteoblast Shn3 3'UTR firefly luciferase, 24 h. inhibition, % at 12.5 µM. 360,000 compounds, 0.52% hits;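 active = mean inhibition of at least 75% with every replicate also reaching 75%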;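 also: 0% = median of neutral control wells and 100% = pilot-screen positive control compound; some compounds past the cut are filed as inactive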
MITF TRPM1 inh = MITF TRPM1 promoter inhibition in SK-MEL-5 cells; SK-MEL-5 TRPM1 promoter luciferase, 24 h; inhibition, % at 12.5 µM; 330,000 compounds, 0.83% hits;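 active = mean inhibition across replicates of 60% or more, whatever share of single replicates reaches that level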; also: values of inactives mirror those of a sister screen read the other way
Peg3 prom inh = Peg3 promoter activity inhibition; HeLa PEG-Prom luciferase reporter, luminescence, overnight; inhibition, % at 20 µM; 360,000 compounds, 1.7% hits; AID 588405;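 active = inhibition of at least 50% at 20 µM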
NR2E3 ag-1 = agonists of human nuclear receptor NR2E3; inhibition of corepressor binding, % at 4.78 µM; 320,000 compounds, 0.12% hits; AID 2300; GST-NR2E3/biotin-RetCOR TR-FRET, 1536-well; Q9Y5X4;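 active = percent inhibition above the cutoff of mean plus 3 SD of all tested compounds, set per screening campaign, cut at about 20% in these data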;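 also: 0% = DMSO wells and 100% = biotin wells as full block of FRET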
Target sequence (Q9Y5X4 whole entry, looked up): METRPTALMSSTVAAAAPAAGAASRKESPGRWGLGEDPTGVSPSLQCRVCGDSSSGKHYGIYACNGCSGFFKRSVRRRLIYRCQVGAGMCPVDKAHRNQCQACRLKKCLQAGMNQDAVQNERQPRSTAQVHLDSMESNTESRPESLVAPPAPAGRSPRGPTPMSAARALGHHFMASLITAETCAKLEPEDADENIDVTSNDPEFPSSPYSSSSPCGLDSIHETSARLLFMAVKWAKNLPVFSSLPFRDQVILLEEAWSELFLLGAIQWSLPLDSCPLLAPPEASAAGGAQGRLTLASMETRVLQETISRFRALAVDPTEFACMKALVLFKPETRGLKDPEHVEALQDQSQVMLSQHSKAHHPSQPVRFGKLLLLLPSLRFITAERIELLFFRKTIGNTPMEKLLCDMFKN
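Test system: GST-NR2E3 and biotin-RetCOR proteins | Quantity: 1.35 nM GST-tagged NR2E3 final | Medium: Tris pH 7.5 | Also added: 7 nM biotin-RetCOR | Dosing: Compound at 4.8 µM, single dose | Timing: 5 h at 4 °C | Detection: Time-resolved FRET | Read-out basis: Percent inhibition | Benchmarks: Biotin wells as high control, 0.6% DMSO wells as low control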
NR2E3 ag-2 = human photoreceptor-specific nuclear receptor agonism. Q9Y5X4. CHO-S Gal4-NCOR/VP16-NR2E3 two-hybrid, luciferase. inhibition of corepressor binding, % at 3.98 µM. 360,000 compounds, 0.35% hits. AID 602229;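 active = inhibition above the mean of all tested compounds plus 3 SD, cut at about 70% in these data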;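 also: 0% = DMSO with NR2E3 transfected cells and 100% = cells lacking NR2E3 construct; higher means lower luciferase signal from less NR2E3 corepressor binding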
hiPSC survival = enhancers of human iPSC single-cell survival | 360,000 compounds, 0.044% hits | hiPSC single-cell survival, ATPlite luminescence; 100% = ROCK inhibitor wells, 0% = DMSO | survival enhancement, % at 20 µM; in the data active = survival enhancement above about 18%;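 also: cells exposed to compounds for 16 hours before the ATP read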
KKLEB tox = CF airway cell cytotoxicity counter-screen; 360,000 compounds, 0.36% hits; activity change (cytotoxicity), % at 5 µM; KKLEB CF airway cells viability, ATPlite luminescence, overnight; stronger effect = lower value; cells stimulated with P. aeruginosa culture filtrate;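 active = corrected activity change at or below -50% at 5 µM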
Numbers without * were called inactive; / = not tested or not shown.

SMILES	aDG glyco up	TWEAK-Fn14 inh	CF NFkB block	HIF-2a block	Shn3 3UTR inh	MITF TRPM1 inh	Peg3 prom inh	NR2E3 ag-1	NR2E3 ag-2	hiPSC survival	KKLEB tox
CC1(C)CCC(=O)N2CC[C@H]3C[C@H](OC(=O)Nc4ccccc4)C[C@@H]1[C@H]32	0.3	-11	1	-245	-1	-54	-202	3	-61	-1.8	-1
CC(C)c1nn(-c2cc(C(F)(F)F)ccn2)c(=O)o1	0.0	10	-1	9	-6	2	1	0	-3	-0.1	-4
CCCOc1ccc2c(C)c(CC(=O)OC)c(=O)oc2c1	0.5	-16	2	-200	-33	-121	-144	1	-44	-1.4	-7
O=C(CSc1nc(C(F)(F)F)cc(=O)[nH]1)Nc1nccs1	0.1	3	-16	8	-27	4	-2	-1	3	-0.5	12
O=C(CCCc1nc(-c2ccccc2)no1)N1CCOCC1	-0.1	0	17	-19	0	-14	-3	3	-40	-0.6	11
Cc1ccccc1-c1n[nH]c(=S)n1/N=C/c1ccc(-c2ccccc2Br)o1	0.3	-16	-42	-23	-83	11	14	/	5	0.1	13
CN1c2ccccc2C(C)(C)C12CCCC(=O)N2 (stereo not given)	-0.2	11	5	10	10	14	10	-4	7	-4.9	0
CC(=O)Nc1ccc(C(=O)OCC(=O)N(Cc2ccccc2)C(C)(C)C)cc1	0.3	8	-2	18	2	1	6	-1	-3	4.1	-2
Cc1ccc(NC(=O)NCc2c(C)nn(C)c2C)cc1Cl	0.1	-15	2	-230	-35	-59	-166	-1	-101	-0.6	-8
O=C(NN=Cc1ccc([N+](=O)[O-])cc1)c1ccncc1	0.3	12	-12	-3	-16	3	-4	/	-13	-0.6	-1
O=C(CSc1nnc(COc2ccc(F)cc2)o1)N1CCCCC1	0.0	18	-9	8	-2	-7	4	0	-14	0.4	6
COc1ccccc1-n1cnnc1SCC(=O)NC1CCCC1	0.1	7	-40	4	-21	0	0	-2	20	-2.0	0
NNC(=O)c1sc(-c2ccccc2)cc1N	0.1	11	6	-18	0	-3	-4	1	-38	-0.2	-8
Cc1cccc(NC(=O)C[n+]2ccccc2)c1	0.0	12	-17	17	10	11	10	-6	2	0.3	-2
CCN(CC)CCN(C(=O)c1ccc(C(=O)c2ccccc2)cc1)c1nc2ccc(OC)cc2s1	0.3	-34	21	-3	0	-8	-16	-1	-6	0.2	-5
C[C@H]1CCC[C@@]2(O[C@H](CCO)C[C@@H](O)[C@@H]2O)O1	-0.1	-9	8	6	12	4	-22	4	19	-1.2	-8
CCn1c(SC(C)C)nnc1-c1cc(-c2ccccc2)sc1N	0.3	3	-9	-28	25	4	11	2	-23	-0.4	2
O=C(c1ccc(=O)[nH]c1)N1CCN(S(=O)(=O)c2ccccc2)CC1	0.0	-1	-2	4	-13	-10	4	1	-10	-0.4	-7
CCCCOC(=O)Nc1ccc(C(N)=O)cc1	-0.1	-15	18	-158	-64	-45	-122	0	-44	-0.3	-13
COC(=O)c1sc(-c2ccccc2)cc1NC(=O)c1ccc(OC)cc1	0.0	9	31	15	-4	11	23	1	24	-2.3	-35
c1ccc(Cn2nnc3c(N4CCC5(CC4)OCCO5)ncnc32)cc1	0.2	-27	-1	-26	-15	-16	-4	-1	7	1.7	-1
COc1ccccc1N(CC(=O)NCCSCc1ccc(C)cc1)S(=O)(=O)c1ccccc1	0.0	18	29	18	18	2	35	-3	0	-0.6	-18
O=C(CSc1cccc(C(F)(F)F)c1)Nc1ccc(N2CCOCC2)cc1	0.1	2	-4	-7	-7	3	1	/	29	3.2	-20
CCOC(=O)CC(=O)CSc1nc(-c2ccccc2)cc(-c2ccccc2)c1C#N	0.4	-8	-21	13	9	-10	26	2	-4	-1.0	-1
O=C(CCC1CCCCC1)NNC(=O)NC12CC3CC(CC(C3)C1)C2	-0.2	18	-6	2	2	-5	5	3	18	0.9	9
Cc1ccc(C(=O)C=CNNC(=O)c2ccccc2)cc1	0.1	-12	-6	-71	2	-25	-33	1	-34	-0.3	-3
O=C(CNC(=O)c1cccs1)NCC(=O)OCc1ccccc1Br	0.0	-33	6	10	-6	0	3	1	-9	0.1	8
O=C(NCCN1C(=O)S/C(=C\c2ccc(Cl)c(Cl)c2)C1=O)c1cnccn1	0.2	7	12	5	16	-3	23	3	-6	-1.1	0
O=C(NC1CCCCC1)C1CCN(C(=O)NCc2ccccc2)CC1	0.6	12	-8	-2	14	0	7	-2	-6	2.8	-6
COc1cccc(CNC(=O)CCCCCNC(=O)N2CCn3c2nc2ccccc23)c1	-0.2	-1	33	-4	-7	-6	-2	2	-3	-0.5	-6

Gathered by group, the compounds so far containing a thiophene ring, fused or not
SMILES	aDG glyco up	TWEAK-Fn14 inh	CF NFkB block	HIF-2a block	Shn3 3UTR inh	MITF TRPM1 inh	Peg3 prom inh	NR2E3 ag-1	NR2E3 ag-2	hiPSC survival	KKLEB tox
NNC(=O)c1sc(-c2ccccc2)cc1N	0.1	11	6	-18	0	-3	-4	1	-38	-0.2	-8
CCn1c(SC(C)C)nnc1-c1cc(-c2ccccc2)sc1N	0.3	3	-9	-28	25	4	11	2	-23	-0.4	2
COC(=O)c1sc(-c2ccccc2)cc1NC(=O)c1ccc(OC)cc1	0.0	9	31	15	-4	11	23	1	24	-2.3	-35
O=C(CNC(=O)c1cccs1)NCC(=O)OCc1ccccc1Br	0.0	-33	6	10	-6	0	3	1	-9	0.1	8

More structures:
SMILES	aDG glyco up	TWEAK-Fn14 inh	CF NFkB block	HIF-2a block	Shn3 3UTR inh	MITF TRPM1 inh	Peg3 prom inh	NR2E3 ag-1	NR2E3 ag-2	hiPSC survival	KKLEB tox
Cn1nccc1NC(=O)c1nccnc1C(=O)O	0.0	4	3	18	8	-17	25	0	18	-0.7	1
CC(C)(C)C(=O)COC(=O)c1ccc(O)cc1	-0.2	-1	-13	-19	/	-5	-24	1	-6	1.0	8
CC(C)(C)OC(=O)CNC(=O)c1nc[nH]c1C(=O)NCc1ccccc1	-0.2	4	1	0	0	4	26	-2	7	2.7	0
Cc1nc2ccc(NC(=O)Cc3cccc(F)c3)cc2s1	-0.3	4	1	-46	2	2	-35	3	-41	0.0	1
CCN(CC)CCSc1nnc2c3ccccc3n(CCc3ccccc3)c2n1	0.1	-18	-27	-37	65	-29	5	-1	5	-0.7	-3
COCCCNC(=O)C(=O)Nc1cc2c3c(c1)CCN3C(=O)CC2	-0.3	0	8	12	3	3	5	0	5	-0.4	-10
O=C(C[n+]1cc(-c2ccc(Cl)c(Cl)c2)n2c1CCC2)N1c2ccccc2Sc2ccccc21	-0.2	-17	9	-11	6	3	-6	0	-6	-0.7	1
COC(=O)c1c(NC(=O)COC(=O)c2ccc(O)cc2)sc2c1CCCCC2	0.0	-23	12	-33	3	-9	-4	3	-5	0.4	-8
CC1CCN(CCNC(=O)c2ccc(NC(=O)C3CCCO3)cc2)CC1 (stereo not given)	-0.2	-21	-15	9	-9	-1	1	2	-3	-0.5	7
O=C(CSc1nc2ccccc2o1)NC(=O)NCc1ccco1	-0.1	1	-22	3	-2	4	4	-1	-21	0.1	11
Cc1nc(NN)nc(NCc2ccccc2)n1	-0.1	10	-6	23	-18	3	14	0	-11	3.5	-8
O=C(COC(=O)c1cc(S(=O)(=O)N2CCCCC2)ccc1N1CCOCC1)c1ccc(Cl)cc1	0.2	-4	2	5	-11	-1	11	5	-16	-0.4	-7
COc1ccc(OC)c(C(=O)COC(=O)c2ccccc2O)c1	0.1	-10	14	-45	-23	-22	-139	-5	-14	-1.4	0
O=C(CN1CCN(Cc2ccccc2)CC1)N/N=C\C=C/c1ccco1	0.2	-14	3	9	-4	2	10	4	1	2.8	2
CC(C)(C)c1ccc(OCCC(=O)OCC(=O)Nc2ccc(N3CCOCC3)cc2)cc1	0.3	-13	20	-2	-8	-4	6	5	-19	0.3	-24

Arranged by number of heavy atoms (falling): part of the list above.
SMILES	aDG glyco up	TWEAK-Fn14 inh	CF NFkB block	HIF-2a block	Shn3 3UTR inh	MITF TRPM1 inh	Peg3 prom inh	NR2E3 ag-1	NR2E3 ag-2	hiPSC survival	KKLEB tox
COC(=O)c1c(NC(=O)COC(=O)c2ccc(O)cc2)sc2c1CCCCC2	0.0	-23	12	-33	3	-9	-4	3	-5	0.4	-8
CC(C)(C)OC(=O)CNC(=O)c1nc[nH]c1C(=O)NCc1ccccc1	-0.2	4	1	0	0	4	26	-2	7	2.7	0
Cn1nccc1NC(=O)c1nccnc1C(=O)O	0.0	4	3	18	8	-17	25	0	18	-0.7	1

(list continues)
SMILES	aDG glyco up	TWEAK-Fn14 inh	CF NFkB block	HIF-2a block	Shn3 3UTR inh	MITF TRPM1 inh	Peg3 prom inh	NR2E3 ag-1	NR2E3 ag-2	hiPSC survival	KKLEB tox
NC(=O)c1nn(CC(=O)Nc2cccc(S(=O)(=O)N3CCCC3)c2)c(=O)c2ccccc12	0.0	0	12	-16	-6	5	-5	5	3	5.4	-13
Cn1nc(C(C)(C)C)cc1C(=O)N1CCCCC1c1cc(C(=O)NCc2cccnc2)no1 (stereo not given)	0.5	-35	-6	-14	67	/	13	/	-36	0.9	-12
CC(=O)Oc1ccc(C(=O)O)c(OC(C)=O)c1	0.2	23	19	13	3	-1	-2	-1	-6	1.9	-1
CCSCCCn1[nH]c2ccccc2c1=O	0.6	-3	8	-47	-28	/	-19	/	28	-1.6	-14
CC[n+]1c(/C=C/c2ccc(OC)c(OC)c2)ccc2ccccc21	0.0	-15	-10	-199	-108	-74	-295	5	-138	-0.1	-5
